Screening results: PubChem, National Center for Advancing Translational Sciences (NCATS)
Coupling enz = qHTS Assay for Inhibitors of Fructose-1,6-bisphosphate Aldolase from Giardia Lamblia: Coupling assay counterscreen; coupling enzyme system counterscreen, AmpLite Red fluorescence; activity change, negative = inhibition, % at 58.2 µM, hits read low; hit rate 0.67% among 290,000; in the data active = activity change below about -30%; note: % is set by controls: 0 for no effect and ±100 for the full control effect
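Final compound at 57.5 uM, incubated 10 min at RT with coupling enzyme reagent (glyceraldehyde-3-phosphate), then 20 min with substrate and AmpLite Red detection. Fluorescence read at 525/598 nm; tests interference with the coupling assay, not aldolase inhibition.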
A-T KAP1 phos = qHTS Assay for Identifying a Potential Treatment of Ataxia-Telangiectasia; […] A-T fibroblasts, KAP-1 phosphorylation AlphaLISA; neocarzinostatin DNA damage 30 min before lysis; Potency, µM (top dose mostly 57.5 µM), for inactives: top-dose activation, actives largely listed as activators; hit rate 0.19% among 320,000; note: potency is the fitted concentration of half-maximal effect; % of control where 0% means no effect; nearly all actives have a fitted effect of over 45% in size
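ATM-like activity read as KAP-1 phosphorylation via AlphaLISA donor/acceptor antibody pairs after lysis and 6 hr at 25C. Cells were ATM-null patient fibroblasts ([…], hTERT), dosed 60 min, then exposed to the DSB inducer NCS for 30 min.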
KCNH2 3.1 block = qHTS for Inhibitors of KCHN2 3.1: Mutant qHTS. U2OS KCNH2 3.1, thallium flux FluxOr; active compounds read low. hit rate 0.95% among 340,000. activity change, % (tested at about 1.8 µM). Potassium voltage-gated channel subfamily H member 2, brain isoform KCNH2 3.1 (human);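 active = maximum activity change below -70%; inconclusive = maximum activity change from -70% to -50%; inactive = maximum activity change above -50%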;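 note: thallium influx rate constant from kinetic fluorescence after stimulation buffer; % is set by controls: 0 for no effect and ±100 for the full control effect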
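FluxOr-based Tl+ influx in U2OS cells transduced with KCNH2 3.1 virus; rate constants normalized to DMSO controls.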
TRPV1 ag = HTS Assay for Compounds that Act as Agonists of the Vanilloid Receptor 1. activation, % at 8.33 µM. Transient receptor potential cation channel subfamily V member 1 (Homo sapiens), Q8NER1. TRPV1-expressing cells, Fluo-8 calcium influx, agonist mode. hit rate 0.19% among 320,000. AID 540275, 2011; in the data active = activation above about 80%; inconclusive = between about 30% and that limit; note: 0% is about no effect
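Fluo-8 calcium influx in TRPV1-expressing cells, kinetic read (ex 480/em 520 nm). Compound added and read 3 min for agonist activity, followed by capsaicin at EC20 final and 2 min further read for enhancement.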
MLL CXXC-DNA inh = qHTS Fluorescence Polarization Assay for Inhibitors of MLL CXXC domain - DNA interaction | Potency, µM (titrated, usually from 115 µM), for inactives: at the highest dose activity change, negative = inhibition, actives largely listed as inhibitors | hit rate 0.037% among 290,000 | AID 2662, 2010 | Histone-lysine N-methyltransferase 2A (Homo sapiens), Q03164 | MLL-CXXC / FITC-HOXA9 DNA fluorescence polarization; active = well fitted inhibition curve with a large enough effect in the polarisation, with a control signal flat, not every such curve was filed as active; inconclusive = small, poorly fitted or top-dose-only effect, or effect the other way, or a change in a side signal; inactive = no such curve, though single readings can be large or run the other way; the % refers to the polarisation; note: potency is the fitted concentration of half-maximal effect
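Purified MLL-CXXC (added from a 7 uM solution) was preincubated 5 min at ambient with pinned compounds in 50 mM Tris-HCl pH 7.5, 50 mM NaCl, 1 mM DTT, 0.05% BSA. Fluorescein-labeled HOX-A9 DNA (50 nM solution) followed, 30 min, then polarization read.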
GALK inh = qHTS Assay for Inhibitors of Human Galactokinase (GALK). P51570. Purified GALK, Kinase-Glo residual ATP luminescence. Potency, µM (top dose mostly 57.5 µM), inactives show top-dose activity change, negative = inhibition, most hits filed as inhibitors. hit rate 0.007% among 270,000. AID 1868, 2009; note: potency is the fitted concentration of half-maximal effect; % is set by controls: 0 for no effect and ±100 for the full control effect
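5 nM enzyme, 35 uM ATP, 100 uM galactose, 20 mM HEPES pH8.0, 5 mM MgCl2; 1 h RT; residual ATP by Kinase-Glo Plus luminescence, qHTS format.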
MBNL1 CUG block = qHTS Assay for Inhibitors of MBNL1-poly(CUG) RNA binding. hit rate 0.036% among 280,000. TR-FRET MBNL1-His/biotin-(CUG)12 binding, 665/545 ratio. Potency, µM (top dose mostly 57.5 µM), for inactives: top-dose activity change, negative = inhibition, hits mostly inhibitors. Muscleblind-like protein 1 (Homo sapiens), Q9NR56; active = well fitted inhibition curve with a large enough effect in the signal ratio, with a control signal flat, not every such curve was filed as active; inconclusive = small, poorly fitted or top-dose-only effect, or effect the other way, or a change in a side signal; inactive = no such curve, though single readings can be large or run the other way; the % refers to the signal ratio; note: potency is the fitted concentration of half-maximal effect; % is set by controls: 0 for no effect and ±100 for the full control effect
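Compounds (final 92 nM to 58 uM) are added to His-tagged MBNL1 and biotin-(CUG)12, then terbium anti-His antibody and streptavidin-XL665 (5 nM final). After 60 min at room temperature, the 665/545 nm ratio is read.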
hERG WT inh = qHTS for Inhibitors of KCHN2 3.1: Wildtype qHTS; U2OS, BacMam KCNH2, thallium flux FluxOr; active compounds read low; activity change, % at 1.84 µM; AID 720551, 2013; hit rate 0.37% among 340,000;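 active = maximum activity change below -70%; inconclusive = maximum activity change between -70% and -50%; inactive = maximum activity change above -50%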; note: % is set by controls: 0 for no effect and ±100 for the full control effect
Target sequence (Q12809 whole entry, looked up): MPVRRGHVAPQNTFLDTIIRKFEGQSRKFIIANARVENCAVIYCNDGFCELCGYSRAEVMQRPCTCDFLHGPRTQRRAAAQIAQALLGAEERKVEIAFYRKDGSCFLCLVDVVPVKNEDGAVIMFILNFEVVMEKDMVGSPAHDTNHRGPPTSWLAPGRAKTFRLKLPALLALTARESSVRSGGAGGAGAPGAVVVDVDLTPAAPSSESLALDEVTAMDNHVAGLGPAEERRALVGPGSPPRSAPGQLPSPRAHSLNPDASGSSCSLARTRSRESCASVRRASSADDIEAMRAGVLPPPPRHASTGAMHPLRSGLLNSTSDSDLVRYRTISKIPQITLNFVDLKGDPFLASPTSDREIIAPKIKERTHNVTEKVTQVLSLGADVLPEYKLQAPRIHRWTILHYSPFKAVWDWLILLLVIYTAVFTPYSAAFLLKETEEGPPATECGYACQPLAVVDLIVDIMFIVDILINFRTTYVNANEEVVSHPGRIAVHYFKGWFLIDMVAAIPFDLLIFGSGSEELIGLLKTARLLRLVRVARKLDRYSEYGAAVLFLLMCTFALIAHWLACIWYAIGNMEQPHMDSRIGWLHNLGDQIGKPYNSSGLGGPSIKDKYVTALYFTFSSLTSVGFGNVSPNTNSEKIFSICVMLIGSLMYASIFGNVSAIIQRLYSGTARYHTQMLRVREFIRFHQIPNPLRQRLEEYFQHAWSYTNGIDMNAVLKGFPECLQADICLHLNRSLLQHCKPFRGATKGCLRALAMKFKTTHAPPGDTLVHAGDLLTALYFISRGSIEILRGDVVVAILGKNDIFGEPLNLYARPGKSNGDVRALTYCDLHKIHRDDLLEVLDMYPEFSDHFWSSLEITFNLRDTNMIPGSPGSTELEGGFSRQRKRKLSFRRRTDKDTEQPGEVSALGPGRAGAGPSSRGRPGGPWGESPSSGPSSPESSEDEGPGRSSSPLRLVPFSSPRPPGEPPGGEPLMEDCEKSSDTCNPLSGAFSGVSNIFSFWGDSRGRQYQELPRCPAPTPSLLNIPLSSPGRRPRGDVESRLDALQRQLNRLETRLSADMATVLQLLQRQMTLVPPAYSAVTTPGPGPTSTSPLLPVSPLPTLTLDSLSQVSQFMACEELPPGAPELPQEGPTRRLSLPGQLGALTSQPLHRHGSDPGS
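U2OS cells were transduced with wild-type KCNH2 virus (2.03 x 10^8 / mL) for 4 h at room temperature, then cultured overnight at 37 C. Thallium flux was read with FluxOr dye. Rate constants were normalized to DMSO controls.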
S-ASM inh = Inhibitors of Secretory Acid Sphingomyelinase (S-ASM): qHTS. placental ASM, HMU-PC fluorogenic substrate, 60 min. Potency, µM (titrated, usually from 57.5 µM), without a hit: at the top dose activity change, negative = inhibition, actives largely listed as inhibitors. hit rate 0.006% among 340,000. AID 504937, 2011; note: potency is the fitted concentration of half-maximal effect
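Human placenta-derived ASM enzyme was preincubated with compound for 10 minutes at room temperature, then given fluorogenic substrate HMU-PC0 (9 uM final) for 60 minutes at 37 °C; a pH 10 stop preceded fluorescence reading at Ex 386/Em 447 nm.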
Integrin act MD = qHTS for Activators of Integrin-Mediated Alleviation for Muscular Dystrophy | Potency, µM (highest dose often 38.3 µM), without a hit: at the top dose activation, usual class: activators | alpha7betagal myoblasts, beta-gal FDG fluorescence, 48 h | hit rate 0.064% among 350,000;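 note: potency is the fitted concentration of half-maximal effect; 100% = response of the positive control SU9516; nearly all actives have a fitted effect of over 60% in size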
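alpha7betagal+/- myoblasts (passage 13, 250/well) treated 48 h at 37C with compounds at 1:260 dilution of DMSO stock. Lysed, then beta-galactosidase activity read as FDG fluorescence (ex 480/em 540) after 30 min, with pre-read for autofluorescence.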
An asterisk follows results filed as active; i = inactive; ? = inconclusive; nt = no result given; [ ] = remark or other dose. Unless noted, calls come from the whole dose curve; as a rule, active = well fitted curve in the direction sought with a large enough effect; inconclusive = small, poorly fitted or top-dose-only effect, or another doubt; inactive = no such curve, though single readings can be large; an effect the other way counts as inactive or inconclusive.

Results follow in this order: Coupling enz	A-T KAP1 phos	KCNH2 3.1 block	TRPV1 ag	MLL CXXC-DNA inh	GALK inh	MBNL1 CUG block	hERG WT inh	S-ASM inh	Integrin act MD
Cc1ccc(-c2csc3ncnc(Cl)c23)cc1
  -0.3	-1.3%	-8.2	-1.0	-3.4%	0.1%	8.4%	2.5	-2.3%	-27.4%
COc1cc(C(=O)NCCCc2ccccc2)cc(OC)c1OC
  -0.4	-1.0%	-0.1	-1.5	-1.6%	4.8%	3.8%	-0.2	3.5%	40.5%
CCOC(=O)c1c[nH][nH]c1=O
  2.0	-8.8%	-3.3	-4.4	11.0%	2.4%	-15.8%	-10.3	4.7%	-7.6%
Cc1cc(C)cc(NC(=S)NC(=O)CCN2C(=O)c3ccccc3C2=O)c1
  -2.7	5.2%	-5.3	-6.0	0.3%	-1.1%	-15.5%	4.2	-9.4%	-6.2%
COCCCNC(=O)c1cn(C)c(=O)c2cc(OC)c(OC)cc12
  -4.6	0.1%	9.6	-0.7	5.1%	0.0%	-0.8%	12.3	4.7%	10.5%
CCc1cccc2c(C(=O)COC(=O)c3ccc(O)cc3)c[nH]c12
  2.1	1.5%	-8.8	?	?	-1.8%	3.8%	-4.2	-0.1%	-17.2%
COC(=O)c1oc2c(c1C)C(=O)CC(C)(C)C2
  2.4	-0.3%	12.1	-0.3	5.6%	-3.4%	-2.3%	-1.8	-3.9%	-6.3%
COc1ccc(-c2csc(NC(C)=O)n2)cc1OC
  -3.4	-3.9%	11.5	-5.1	-3.1%	-0.1%	1.1%	-4.3	-1.5%	-15.8%
COC(=O)c1cn(Cc2cccnc2)c(=O)c2ccccc12
  6.2	-2.0%	-7.3	-0.2	-2.0%	-1.5%	-6.9%	-10.8	-8.6%	-12.2%
O=C(CN1CCN(c2ccc(O)cc2)CC1)Nc1ccccc1C(=O)NCCc1ccccc1
  nt	-2.9%	-8.5	20.8	nt	nt	nt	-0.1	-1.8%	?
CCCN1CCC(NC(=O)Nc2ccc([N+](=O)[O-])cc2)CC1
  0.8	-0.4%	-16.9	1.6	-20.1%	7.5%	?	33.3	-1.5%	?
O=C(N/N=C/c1ccncc1)c1cccc(S(=O)(=O)N2CCCC2)c1
  nt	1.3%	6.9	1.5	nt	nt	nt	-20.2	0.8%	12.5%
CCCc1[nH]n(-c2ccc(F)cc2)c(=O)c1C=Nc1cccc(F)c1
  -4.1	5.7%	-5.6	3.1	-6.4%	-4.5%	?	8.0	-3.5%	-8.5%
Brc1ccc(-c2csc(N/N=C/c3ccc4c(c3)OCO4)n2)cc1
  -1.3	-1.4%	-1.7	-3.5	12.4%	-0.1%	-6.5%	-20.7	0.0%	14.0%
CNc1oc(/C=C/c2cccc(OC)c2)nc1C#N
  -0.1	23.8%	41.9	?	2.9%	-5.8%	?	-7.6	i	-35.5%
O=C1C=CN2CCCC2CC1 (configuration not stated)
  nt	2.5%	-1.7	nt	nt	nt	nt	4.0	9.8%	-0.1%
COCCn1nnnc1CN(Cc1cccnc1)Cc1cc2cc(OC)ccc2[nH]c1=O
  -13.1	3.5%	13.1	-3.0	-5.7%	5.7%	6.9%	6.1	54.2%[activator]	-13.3%
Cc1ccc(NC(=O)C(=O)NCCN2CCN(C(=O)C(c3ccccc3)c3ccccc3)CC2)cc1
  1.0	-2.4%	-13.6	8.9	0.3%	-0.1%	-0.3%	10.2	-2.1%	-3.3%
CCNc1ccc(C(=O)OCC(=O)NCCN2C(=O)CSC2=O)cc1[N+](=O)[O-]
  3.5	7.6%	-4.1	-3.3	1.3%	0.8%	?	1.0	-1.1%	-26.6%
CCOc1cccc(OCCCCN2CCOCC2)c1
  -0.3	-7.3%	2.1	3.8	14.9%	0.0%	-3.6%	0.0	3.1%	-4.5%
Fc1ccc(NC(=S)N2CCN(c3ccccn3)CC2)cc1Cl
  nt	nt	21.1	nt	nt	nt	nt	11.1	-0.7%	-27.7%
Cn1cc(C(=O)NCc2ccc(Cl)cc2)c(=O)c2cc(S(=O)(=O)N3CCOCC3)ccc21
  1.6	-1.2%	-3.0	-2.2	14.8%	0.2%	2.5%	-0.2	-2.7%	-37.9%
COC(=O)c1ccc(CN2CCCC(CCC(=O)NCc3ccc(C)o3)C2)cc1 (configuration not stated)
  -4.9	1.1%	3.5	0.3	0.3%	-2.1%	-2.9%	-13.3	3.2%	-28.6%
N/C(=N\OC(=O)c1cccs1)c1ccc(Cl)cc1
  0.6	10.6%	-9.5	5.0	3.8%	nt	-0.2%	-1.3	-2.1%	?
CCOC(=O)C1=C(C)NC(=O)NC1C1CC=CCC1 (configuration not stated)
  -0.4	0.6%	-0.7	3.3	-3.9%	-0.2%	-3.8%	-3.7	0.0%	20.8%
CCOC(=O)C1CCN(C(=O)Cc2c(C(=O)O)n(C)c3ccccc23)CC1
  -4.1	nt	-31.6	-1.7	-2.9%	-0.9%	-3.0%	23.4	3.0%	-12.7%
CCOc1ccc(CCNC(=O)CCNC(=O)c2ccco2)cc1OCC
  nt	5.1%	-17.5	1.7	-2.0%	-0.8%	1.8%	1.6	-1.3%	30.8%
Cc1nn(C(=O)c2cccnc2)c(C)c1Sc1ccccc1
  -0.8	2.0%	2.0	3.6	10.1%	nt	-2.2%	-0.6	6.7%	-11.2%
Clc1cccc(-c2cc3nc4c(c(NCc5ccco5)n3n2)CCCC4)c1
  -0.4	4.3%	-100.9*	?	60.8%[activator]	2.1%	-2.8%	-20.8	?	-42.0%
COc1ccc(OCCC(=O)OCC(=O)NCc2ccco2)cc1
  -1.7	-0.9%	5.5	14.4	4.0%	-0.6%	-2.6%	12.9	-7.0%	-0.4%
Cc1ccc(S(=O)(=O)N2CCN(C(=O)N3CCOCC3)CC2)cc1C
  -1.9	-8.1%	16.7	12.9	5.3%	0.2%	-5.6%	6.4	-0.1%	-32.4%
CC1CCN(C(=O)c2[nH]cnc2C(=O)N[C@@H](C)c2ccccc2)CC1
  nt	17.9%	11.5	12.9	nt	nt	nt	-1.6	-1.7%	1.1%
O=C(NC1CCN(S(=O)(=O)c2ccc(F)cc2)CC1)c1ccco1
  -1.0	-2.3%	6.3	5.4	-2.9%	-1.2%	0.1%	10.6	13.9%	7.4%
CCCCNC(=S)N(CCN(C)C)Cc1cc2cc3c(cc2[nH]c1=O)OCCO3
  -0.8	3.1%	2.0	?	5.0%	4.5%	1.2%	0.1	27.0%	-32.5%
COc1cc(OC)nc(Oc2ccccc2C(=O)Oc2ccccc2Cl)n1
  -1.5	20.2%	0.7	17.6	-4.1%	4.5%	-14.9%	-2.8	-6.2%	0.0%
CC(C)C(CC(=O)N1CCCCC1)C1CCOC(C)(C)C1 (configuration not stated)
  2.0	-3.9%	13.9	-4.5	18.7%	0.2%	-11.4%	6.9	-2.6%	-3.7%[7.66 µM]
CCOc1cc(NC(=S)NCc2ccco2)c(OCC)cc1NC(=O)c1ccco1
  -11.1	4.6%	-4.2	?	-24.2%	-2.3%	10.6%	-23.2	-4.3%	-20.1%
O=C(NC(Cc1ccccc1)C(=O)Oc1ccc2c(C(F)(F)F)cc(=O)oc2c1)OCc1ccccc1 (configuration not stated)
  8.2	7.6%	-0.5	-3.8	-2.6%	0.1%	49.9%[activator]	17.5	495.3%[activator]	7.4%
CCOC(=O)c1sc(NC(=S)NC(=O)C2CC2)cc1C
  1.5	0.2%	-12.1	19.2	-5.2%	-0.2%	7.0%	23.4	-3.0%	18.2%
O=C(COC(=O)C12CC3CC(CC(C3)C1)C2)Nc1nccs1
  2.7	-6.9%	-7.9	9.4	-5.2%	-0.3%	4.8%	4.0	4.1%	2.1%
COc1ccc(CCNC(=O)CSc2nc3c(c(=O)n(C)c(=O)n3C)n2C)cc1OC
  -1.7	nt	-5.6	2.4	-4.3%	2.1%	0.3%	0.1	3.9%	-26.0%
CC(C)NC(=O)C(c1ccc(F)cc1)N(C(=O)CCC(=O)Nc1ccccn1)c1ccccc1F (configuration not stated)
  -3.1	1.6%	-16.3	-3.2	-3.7%	-1.5%	0.0%	-10.6	-1.3%	?
